# Assay outcomes as filed in PubChem.
# DENV2 CPE rescue = inhibitors of DENV2 cytopathic effect; 1.7% of 350,000 active; AID 651640; CPE inhibition, % at 9.99 µM; DENV2-infected cells, cytopathic effect rescue, plate reader; in the data active means CPE inhibition above about 20%, passing the limit was not always enough; inconclusive means no clear call, values can overlap the other calls; tested in BHK-21 cells;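 further: 0% = median of neutral control wells and 100% = median of positive control wells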
# LGR2 inh = inhibitors of bursicon-induced Drosophila LGR2 receptor cAMP signaling. 0.35% of 380,000 active. inhibition, % at 9.99 µM. HEK293 LGR2, CRE-luciferase, bursicon-stimulated, 4 h;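 active means drop in luminescence signal, shown as inhibition above about 50% in the replicate tests, limit read from the data, passing the limit was not always enough; inconclusive means probably only some replicates passing the limit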;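 further: agonist challenge used bursicon conditioned medium at about half maximal strength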
# PAX8 inh HTS = lowers PAX8-driven luciferase in RMG-I cells. RMG-I TPO-luciferase reporter, SteadyGlo, 24 h. inhibition, % at 12.6 µM. 1.2% of 360,000 active. AID 652154;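 active means mean replicate inhibition at least 60% with every replicate also reaching 60%; inconclusive means only one of the two criteria is met; inactive means mean below 60% and not all replicates reaching 60%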;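 further: luciferase light reporting Pax8 driven TPO promoter activity; plate controls were median of neutral control wells for no effect and mitoxantrone controls for full effect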
# SIRT5 inh = blocks human SIRT5 desuccinylation of peptide. Q9NXA8. 1.1% of 330,000 active. inhibition, % at 15 µM. Purified SirT5, succinyl-peptide AMC, trypsin-coupled fluorescence. AID 652115; in the data active means inhibition above about 15%; inconclusive means no clear call, values can overlap the other calls
# Target sequence (Q9NXA8 whole entry, looked up): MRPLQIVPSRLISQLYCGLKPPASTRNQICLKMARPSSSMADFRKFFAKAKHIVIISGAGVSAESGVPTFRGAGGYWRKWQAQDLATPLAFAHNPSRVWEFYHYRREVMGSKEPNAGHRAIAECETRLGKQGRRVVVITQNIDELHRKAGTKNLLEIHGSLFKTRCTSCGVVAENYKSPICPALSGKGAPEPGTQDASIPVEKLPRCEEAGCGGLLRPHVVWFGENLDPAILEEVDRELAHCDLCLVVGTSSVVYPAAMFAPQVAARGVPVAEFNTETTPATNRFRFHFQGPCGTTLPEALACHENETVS
# EWS-Fli block = inhibitors of EWS/Fli oncoprotein transcriptional activity. A673 NR0B1-luciferase reporter, viability-normalised. inhibition, % at 12.6 µM. 0.67% of 350,000 active. AID 651661;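 active means mean inhibition of at least 50% after viability correction, with every replicate also passing that limit; inconclusive means mean reaches 50% but only one of two replicates passes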;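 further: firefly luciferase signal divided by Alamar Blue viability fluorescence both relative to DMSO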
# CASP6 VEID inh = blocks human caspase-6 cleavage activity | P55212 | purified caspase-6, Z-VEID-R110 cleavage fluorescence | inhibition, % at 12.5 µM | 0.53% of 350,000 active | AID 686996;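 active means mean inhibition across replicates at least about 35%, with every replicate also reaching that limit, limit read from the data; inconclusive means only one of the two criteria met; inactive means neither criterion met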;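 further: 0% = median of neutral control wells and 100% = no fluorescence left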
# Target sequence (P55212 24-179 limits assumed): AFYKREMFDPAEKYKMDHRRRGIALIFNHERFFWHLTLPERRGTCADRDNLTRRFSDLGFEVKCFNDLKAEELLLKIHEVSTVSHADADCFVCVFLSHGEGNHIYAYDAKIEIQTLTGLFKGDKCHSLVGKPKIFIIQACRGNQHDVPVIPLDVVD
# Target sequence (P55212 194-293 limits assumed): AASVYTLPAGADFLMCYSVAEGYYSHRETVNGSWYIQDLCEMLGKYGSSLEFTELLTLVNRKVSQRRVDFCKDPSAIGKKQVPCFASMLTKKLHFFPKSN
# ARNT TACC3 PPI = disruptors of human ARNT/TACC3 interaction; Q9Y6A5; AlphaScreen His-ARNT PAS-B/GST-TACC3 binding, luminescence; TACC3 fragment carries E629A point mutation; inhibition, % at 9.99 µM; 0.66% of 390,000 active;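 active means mean inhibition of replicates at least 50% and at least half of replicates each reaching 50%; inconclusive means half or more replicates reach 50% but mean below 50%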;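 further: 0% = complete ARNT plus TACC3 wells and 100% = ARNT alone without TACC3; many hits fall short of the cut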
# * marks the source's active call; other numbers are inactive results; u = inconclusive; x = not tested or not shown.
SMILES,DENV2 CPE rescue,LGR2 inh,PAX8 inh HTS,SIRT5 inh,EWS-Fli block,CASP6 VEID inh,ARNT TACC3 PPI
C[C@H](CO)N1C[C@H](C)[C@@H](CN(C)Cc2ccccn2)Oc2ncc(C3=CCCC3)cc2C1=O,50*,2,-41,-6,0,-2,-1
COC1C=CC(CNC(=O)c2cc3c(=O)n4cccc(C)c4nc3n2C)(OC)O1 (stereo not given),-2,-35,15,-6,-11,-3,-1
CN(C(=O)CSc1nc(O)cc(=O)n1C1CCCC1)c1ccccc1,-2,-24,9,-2,1,-1,-2
CNC[C@H]1Oc2cc(C#Cc3cccc(F)c3)ccc2S(=O)(=O)N([C@H](C)CO)C[C@@H]1C,8,1,x,-5,14,4,-1
COc1ccc(OC)c(NC(=O)CCc2nnc3ccc(N4CCC(C)CC4)nn23)c1,1,5,11,2,x,1,4
S=C1SCN(Cc2cccnc2)CN1Cc1ccccc1,6,-5,11,5,15,-6,-5
Cc1cccc(NC(=O)NCCN2CCCCC2)c1,-3,2,2,2,3,-5,-18
Cc1cc(=O)n2c(n1)NC(Nc1cccc(C)c1C)=NC2c1ccc(F)cc1 (stereo not given),-3,0,18,-6,-2,0,x
Cc1cccc(C)c1NC(=O)CN(C)C(=O)c1cccc(S(=O)(=O)N2CCN(c3ccc(F)cc3)CC2)c1,1,-21,21,0,37,-3,-13
CCOc1ccc(Oc2ccc(S(=O)(=O)N3CCOCC3)cc2NC(=O)C2=COCCO2)cc1,u,12,16,2,20,2,-3
O=C(CSc1cccc[n+]1[O-])Nc1cccc(S(=O)(=O)NC2=NCCCCC2)c1,-2,38,5,-3,6,0,6
O=C(Cc1csc(-c2cccc(F)c2)n1)Nc1cccc(S(=O)(=O)NC2=NCCC2)c1,-5,-16,8,-1,-6,2,x
COc1cc(C(=O)NC(c2ccccc2)c2ccccc2)cc(OC)c1OC,2,5,-1,-2,-3,0,-4
COc1ccc(Cc2noc(-c3ccc(OC)c(OC)c3)n2)cc1OC,-4,-16,x,-4,-3,7,-3
O=C([C@@H]1[C@@H](CO)[C@@H]2Cn3c(ccc(-c4cccnc4)c3=O)[C@@H]2N1CC1CC1)N1CCCCC1,-6,7,-12,2,9,-4,-11
O=C(c1cc(COc2ccc3ncccc3c2)on1)N1CCCC(O)C1 (stereo not given),1,13,1,0,-1,-1,-3
COC(=O)[C@H](CC(C)C)NC(=O)/C=C/[C@H]1O[C@@H](n2ccc(=O)[nH]c2=O)[C@H](O)[C@@H]1O,-13,31,27,-2,-3,9,x
CN(CCCC(=O)Nc1ccc(OC(F)F)cc1)S(=O)(=O)c1ccc(F)cc1,5,9,1,-5,11,-4,-1
O=C(C[C@H]1C=C[C@H](NC(=O)c2cccc(F)c2)[C@H](CO)O1)NCc1ccccc1,-1,-1,2,-4,-2,-1,-11
COc1ccccc1NC(=O)c1ccc2nsnc2c1,-1,-15,-79,-1,-83,-3,12
C[C@@H]1CN([C@H](C)CO)C(=O)c2cc(C#Cc3ccccc3)cnc2O[C@@H]1CN(C)C(=O)CN(C)C,13,5,x,-2,8,-1,2
Cc1cc(C(=O)NCc2cccs2)cs1,x,-9,x,1,-15,3,2
CCN(C(=O)COC(=O)c1nn(-c2ccccc2)c(=O)c2ccccc12)C1CCS(=O)(=O)C1 (stereo not given),0,24,12,-2,-9,3,-4
CO[C@H]1CN(C)C(=O)c2cc(NS(C)(=O)=O)ccc2OC[C@@H](C)NC[C@H]1C,0,-4,x,0,x,-1,x
CCc1ccc(NC(=O)C2CCN(S(=O)(=O)c3ccc4[nH]c(=O)ccc4c3)CC2)cc1,-5,-1,-17,x,0,0,x
Cc1ccc(CN2Cc3cccc4c3[C@@H](CC2=O)[C@H](O)[C@H](O)C4)cc1,6,9,15,2,-11,-3,1
Cc1ccc(S(=O)(=O)N2C(c3ccc(Cl)c(Cl)c3)CC=C(C(=O)O)C2c2cccc(Cl)c2)cc1 (stereo not given),2,-14,-9,7,7,21,x
Cc1ccc(S(=O)(=O)N2CCN(C(=O)COC(=O)COc3ccc(Cl)cc3)CC2)c(C)c1,1,x,-8,-3,17,2,1
Cc1ccc(NC(=O)c2ncn(CCCN(CCCn3cnc(C(=O)Nc4ccc(C)c(C)c4)n3)Cc3ccc4[nH]ccc4c3)n2)cc1C,-1,-2,39,-4,14,0,-1
C[C@H](CO)N1C[C@H](C)[C@@H](CN(C)C(=O)CC2CC2)Oc2cc(-c3ccncc3)ccc2S1(=O)=O,3,-2,x,-1,-4,2,-2
O=C(C1CC1)N1C[C@H]2[C@@H](c3ccccc31)[C@@H](CO)N2S(=O)(=O)c1ccccc1,x,-18,-8,x,7,x,-5
CC(=O)c1ccccc1C(=O)N(C)C1CCCN(Cc2ccccc2F)C1 (stereo not given),1,8,1,4,22,-1,0
COc1ccccc1NS(=O)(=O)c1ccc(C(=O)N2CCN(c3ccccc3O)CC2)cc1,u,15,4,-6,2,-73,5
COc1cc(/C=C/C(=O)OCC(=O)N2CCCc3ccccc32)ccc1OC(F)F,2,-17,-3,-4,4,4,-5
CCOC(=O)N1CCN(Cc2ccc3c(c2)OCO3)CC1,-2,14,2,-8,-7,1,-2
CC(=O)c1cccc(Nc2nc(-c3ccccc3)nc3ccccc23)c1,u,1,-18,1,16,0,5
Cc1ccc(S(=O)(=O)c2nnn3c2nc(N2CCCCC2)c2ccccc23)cc1,x,5,3,x,x,x,1
O=C(Nc1cccc(Cl)c1)N[C@H]1CC[C@@H](CCNC(=O)C2CCCC2)O[C@@H]1CO,-5,0,-3,3,1,0,-17
Cc1c(CNC(=O)C2CCC(=O)N(CCc3ccccc3)C2)cnn1C (stereo not given),4,7,-14,-5,x,-1,13
COc1ccc(OC)c(C(=O)NC2CCSc3ccccc32)c1 (stereo not given),-4,-19,2,-29,4,5,5
CCOc1ccc(S(=O)(=O)N(C)c2ccc(OCC(=O)NCc3cccnc3)cc2)cc1,x,20,17,x,1,3,-5
Cc1noc(C)c1S(=O)(=O)N(C)C[C@H]1OCCCC[C@H](C)Oc2ccc(NS(C)(=O)=O)cc2C(=O)N([C@@H](C)CO)C[C@@H]1C,-4,x,x,0,-5,-1,10
O=C(COC(=O)c1ccc([N+](=O)[O-])o1)Nc1cccc2ccccc12,x,19,4,-2,0,16,2
COc1cc(NC(=S)NC(=O)c2ccccc2F)ccc1NC(=O)c1ccco1,-5,7,-5,0,15,1,-2
COCC(=O)OCC(=O)Nc1ccccc1-c1ccccc1,2,12,0,2,9,-2,0
CO[C@H]1CN(C)C(=O)c2ccc(NS(C)(=O)=O)cc2OC[C@H](C)N(Cc2cccnc2)C[C@H]1C,2,4,x,2,-1,-1,10
O=C(c1ccccc1)N1CC(=O)N2[C@H](CO)[C@@H](c3ccc(C#CC4CC4)cc3)[C@@H]2C1,-9,11,4,-1,-8,3,x
C/C=C/c1ccc2c(c1)[C@@H]1[C@@H](CCN1C(=O)Cc1cccnc1)[C@H](CO)N2C,1,5,1,7,-19,-17,5
CCOc1ccc(NS(=O)(=O)c2ccc(C(=O)N(C)CC(=O)Nc3ccccc3Br)cc2)cc1,-7,34,-5,-8,8,-73,4
COc1c(C(=O)NCCSC(C)(C)C)ccc2ccccc12,x,-18,-33,x,x,x,-4
COC(=O)c1ccc(CN=C(NS(=O)(=O)c2ccccc2)c2ccccc2)cc1,8,-17,22,-6,0,1,0
CC(Oc1ccc(Br)cc1)C(=O)NC1CCCCCC1 (stereo not given),-4,-47,-38,-3,-16,-1,-3
Cn1cc(/C=N\NC(=O)C2COc3ccccc3O2)c2ccccc21 (stereo not given),-2,x,9,3,22,-3,x
COc1ccc(NC(C)=O)cc1S(=O)(=O)N(C)Cc1c(C)nn(-c2ccccc2)c1C,-6,-9,-30,-3,-5,5,0
COc1ccc(NC(=O)COC(=O)/C=C/c2cnc3ccccc3n2)cc1,3,-20,19,-2,-12,3,0
O=C(C1CCC1)N1CC(=O)N2[C@H](CO)[C@H](c3ccc(C#CCc4ccccc4)cc3)[C@@H]2C1,u,-4,-14,1,1,1,x
O=C(NCC1CCCN(Cc2cccc(C(F)(F)F)c2)C1)c1ccc(F)cc1 (stereo not given),-4,-2,4,1,2,-5,-4
O=C(Nc1cccc(Br)c1)c1cc2ccccc2o1,-6,9,x,-4,-213,2,-4
CS(=O)(=O)Nc1ccc(C2=NN(C(=O)C3CCCCC3)C(c3cccs3)C2)cc1 (stereo not given),x,1,9,x,x,x,4
Cc1cc(N/N=C2/CCCc3ccccc32)nc2ccccc12,1,-46,-79,-4,-88,0,14

# Looked up by structure from the list above (4):
SMILES,DENV2 CPE rescue,LGR2 inh,PAX8 inh HTS,SIRT5 inh,EWS-Fli block,CASP6 VEID inh,ARNT TACC3 PPI
O=C(Nc1cccc(Br)c1)c1cc2ccccc2o1,-6,9,x,-4,-213,2,-4
CCOc1ccc(S(=O)(=O)N(C)c2ccc(OCC(=O)NCc3cccnc3)cc2)cc1,x,20,17,x,1,3,-5
O=C(COC(=O)c1ccc([N+](=O)[O-])o1)Nc1cccc2ccccc12,x,19,4,-2,0,16,2
CN(C(=O)CSc1nc(O)cc(=O)n1C1CCCC1)c1ccccc1,-2,-24,9,-2,1,-1,-2

# Next records follow.
SMILES,DENV2 CPE rescue,LGR2 inh,PAX8 inh HTS,SIRT5 inh,EWS-Fli block,CASP6 VEID inh,ARNT TACC3 PPI
C[C@@H]1CCCCO[C@@H](CN(C)C(=O)Nc2ccc(F)cc2)[C@@H](C)CN([C@@H](C)CO)C(=O)c2cc(NC(=O)CCCN(C)C)ccc2O1,-2,-4,x,-1,-10,3,x
CN(C)C(CNC(=O)CNC(=O)Cc1cccc2ccccc12)c1ccccc1 (stereo not given),1,7,3,-1,4,-2,x
O=C(COc1ccccc1)NCCc1cn2ccsc2n1,-9,9,13,-3,-3,-2,0
Cc1ccc(S(=O)(=O)Nc2ccc3c(c2)C(=O)N([C@@H](C)CO)C[C@H](C)[C@@H](CN(C)Cc2ccc4c(c2)OCO4)OCCCC[C@H](C)O3)cc1,-7,-25,43,2,27,-5,4
O=C(Nc1nnc(COc2ccc(Cl)cc2)s1)c1ccco1,4,-8,-29,-3,-7,-1,-4
CCNC(=O)[C@H]1[C@H](CO)[C@H]2Cn3c(ccc(-c4ccc(F)cc4)c3=O)[C@H]2N1C(=O)Cc1cccnc1,-6,-8,x,-22,-8,-2,2
COc1ccccc1CNC(=O)C(Cc1c[nH]c2ccccc12)NC(=O)OCc1ccccc1 (stereo not given),x,8,14,x,x,x,-14
O=C1CC(NS(=O)(=O)c2cccnc2)CN1c1ccc(F)cc1 (stereo not given),0,-3,-4,-3,5,3,-24
COCC(=O)Nc1ccc2c(c1)OC[C@H](C)N(CCc1ccccc1)C[C@@H](C)[C@@H](OC)CN(C)C2=O,10,2,-6,12,-7,-1,2
COCc1ccc(C(=O)N2CCCC(N3CCN(c4cccc(Cl)c4)CC3)C2)s1 (stereo not given),7,4,8,x,-8,3,x
O=C(CN(c1cccc([N+](=O)[O-])c1)S(=O)(=O)c1ccccc1)NCc1cccnc1,-1,-9,-3,-5,8,-6,-2
CC(C)c1cccc(-c2ccc3c(c2)S(=O)(=O)c2cccc(C(=O)NCc4ccccc4)c2C3=O)c1,x,-42,12,x,9,-3,2
CCn1nnnc1-c1ccc(OC)c(S(=O)(=O)Nc2ccc(S(N)(=O)=O)cc2)c1,5,23,7,0,10,2,-1
O=C(NCC(c1cccs1)N1CCOCC1)c1cn(-c2ccccc2)nc1-c1ccccc1 (stereo not given),-6,13,9,1,-9,0,x
Cc1ccc(S(=O)(=O)Nc2ccc3c(c2)C(=O)N([C@@H](C)CO)C[C@H](C)[C@H](CN(C)S(C)(=O)=O)OCCCC[C@@H](C)O3)cc1,2,10,-15,3,-2,-1,-3
CCOC(=O)[C@H]1[C@H]2COc3ccc(Cl)cc3[C@H]2N2C(=O)CNC(=O)[C@@]12C,2,x,-19,5,9,-5,-1
COc1cc(C)cc(CN2CCC(Cc3ccccc3)CC2)c1O,3,-5,3,-4,4,-2,18
